Screening data as filed in PubChem.
Dengue-2 NS5 capping = Dengue-2 NS5 methyltransferase inhibitors, primary screen, biochemical, confirmation dose response (AID 588689); Genome polyprotein (Dengue virus type 2 (strain 16681-PDK53)); 340,000 tested, 0.3% active; one-dose inhibition, % at 25 µM; IC50 in µM for titrated hits; Dengue-2 NS5 methyltransferase capping enzyme assay, biochemical; higher % means a stronger effect; in the data active means a potency from the dose series; inconclusive means inhibition above about 29% without an active follow-up result
HIV peptide binding = inhibitors of HIV fusion peptide binding, primary screen, biochemical, uHTS, fluorescence dequenching (AID 1986). cell-free peptide binding, fluorescence dequenching, 30 min; higher % means a stronger effect. one-dose inhibition, % at 20 µM; IC50 in µM for titrated hits. 290,000 tested, 0.3% active; in the data active means inhibition mostly above about 52%, no sharp cut-off; inactive means mostly below about 76%; further: some results filed as inactive read as strong as hits
XIAP antagonists = XIAP antagonists, biochemical, IAP family, fluorescence polarization (AID 1018); E3 ubiquitin-protein ligase XIAP (Homo sapiens); XIAP BIR domain, fluorescence polarization peptide displacement; higher % means a stronger effect; displacement, % at 20 µM; hits with a dose series show IC50 in µM; 200,000 tested, 0.007% active; in the data active means displacement above about 50%; further: a part of the inactive calls stands beside numbers as strong as those of hits
AID2073 = inhibitors of Mint1-CaV2.2 protein interaction, biochemical, HTRF (AID 2073); one-dose inhibition, % at 20 µM; IC50 in µM for titrated hits; HTRF protein-protein interaction, Mint1-CaV2.2; higher % means a stronger effect; 290,000 tested, 0.19% active; in the data active means inhibition mostly above about 51%, no sharp cut-off; inconclusive means no clear call, values can overlap the other calls; inactive means mostly below about 53%; further: some results filed as inactive read as strong as hits
LYP inhibition = inhibitors of LYP phosphatase, biochemical, fluorescence intensity, uHTS (AID 1779); one-dose inhibition, % at 11.5 µM; IC50 in µM for titrated hits; 290,000 tested, 0.054% active; recombinant LYP phosphatase, fluorescence intensity; higher % means a stronger effect; in the data active means inhibition above about 50%;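 further: plate controls were vehicle with enzyme for no effect and no enzyme for full effect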
MgcRacGAP inhibition = MgcRacGAP GTPase-activating activity inhibitors, confirmation, biochemical, ADP Hunter fluorescence | MgcRacGAP-stimulated Rac1 GTP hydrolysis, ADP Hunter fluorescence; higher % means a stronger effect; GST-tagged Rac1 F28L mutant substrate | inhibition, % at 30 µM, or IC50 in µM where a hit was titrated | 340,000 tested, 0.6% active | AID 624330, 2012;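 active means first-screen hits whose inhibition reached a set limit at any dose in the follow-up dose series; inconclusive means inhibition above the set first-screen limit but never retested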;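 further: fluorescence reports GDP produced by GAP-driven GTP hydrolysis; strong numbers were not always called active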
RSV antiviral HEp-2 = RSV antiviral activity via CPE protection, HEp-2 cells, primary 10 µM value included (AID 2391). HEp-2 cells, RSV-induced CPE inhibition; higher % means a stronger effect. CPE inhibition, % at 10 µM; hits with a dose series show IC50 in µM. 310,000 tested, 0.13% active; in the data active means a potency from the dose series; inconclusive means CPE inhibition mostly from about 23% at the one dose, without a potency; inactive means the rest, 99 in 100 with CPE inhibition below about 21%; further: strong numbers were not always called active
SIAH1 antagonists = Siah-1 peptide-binding antagonists, primary screen, biochemical, fluorescence polarization, rhodamine-plectin, uHTS (AID 1817); Siah-1 / rhodamine-plectin peptide fluorescence polarization; higher % means a stronger effect; one-dose displacement, % at 20 µM; IC50 in µM for titrated hits; 290,000 tested, 0.02% active;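 active means displacement of at least 50% at 20 µM, with a fluorescence ratio check between 0.3 and a set limit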;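 further: plate controls were Siah plus tracer with DMSO for no effect and tracer alone without Siah for full effect; strong numbers were not always called active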
SV40 large T antigen = SV40 large T antigen inhibitors, biochemical (AID 1903); one-dose inhibition, % at 20 µM; IC50 in µM for titrated hits; SV40 large T antigen ATPase/helicase inhibition assay; higher % means a stronger effect; 310,000 tested, 0.39% active; in the data active means a potency from the dose series; inconclusive means inhibition mostly from about 32% at the one dose, without a potency; inactive means the rest, 99 in 100 with inhibition below about 32%; further: strong numbers were not always called active
Dengue-2 NS5 capping pilot replicate = recorded beside Dengue-2 NS5 capping, whose call it bears; inhibition, %; measured here: pilot screen replicate inhibition
Numbers without * were called inactive; ? = inconclusive; . = not tested or not shown; & = joins results of further samples.

SMILES | Dengue-2 NS5 capping | HIV peptide binding | XIAP antagonists | AID2073 | LYP inhibition | MgcRacGAP inhibition | RSV antiviral HEp-2 | SIAH1 antagonists | SV40 large T antigen | others
O=C(CCN1C(=O)/C(=C/c2ccc3c(c2)OCO3)SC1=S)Nc1ccc(C(=O)O)cc1 | 6% | 54% | . | -5% | 10% | . | 1.3% | 6% | 7%
CCc1nnc(N2C(=N)SCC2=O)s1 | . | -0.2% | -0.6% | -2% | -6% | 5% | -1.0% | -1% | 16%
COC(=O)[C@]1(Cc2ccccc2)N[C@H](c2ccc(-c3ccccc3)cc2)[C@@H]2C(=O)N(C)C(=O)[C@@H]21 | -6% | . | . | . | . | 4% | 0.9% | . | 9%
O=C(NCCOc1ccccc1)c1cc(S(=O)(=O)N2CCOCC2)ccc1F | 1% | 0.0% | . | 0% | -8% | -4% | 1.4% | 3% | 6%
O=C(NCC1(N2CCCCC2)CCCCC1)c1ccc(S(=O)(=O)N2CCCC2)cc1 | -6% | -0.5% | . | 3% | -4% | 4% | 1.6% | 2% | 27%
O=C(NC(=S)Nc1ccc(Cc2ccncc2)cc1)c1ccccc1Cl | 1% | 0.7% | 2.3% | -6% | -4% | 4% | 3.4% | 9% | 15%
O=C(/C=C/Nc1ccccc1C(F)(F)F)c1ccco1 | . | 1.5% | -4.7% | 5% | -6% | 0% | 1.6% | 3% | 7%
CCOC(=O)C1=NN(C(C)=O)C2(CC(=O)N(c3cc(C)cc(C)c3)C2=O)C1 (configuration not stated) | -6% | 1.3% | -0.1% | 4% | -1% | 10% | 1.6% | -2% | 24%
COc1ccc(OCC(=O)Nc2ccc(OC)c(S(=O)(=O)N3CCCCC3)c2)cc1 | -7% | . | . | . | . | 4% | 5.3% | . | 8%
Cc1ccc2nc(-c3ccc(NC(=O)C(C)N4C(=O)c5ccccc5C4=O)cc3)sc2c1 (configuration not stated) | -1% | 2.0% | -5.8% | 15% | 1% | 13% | 9.8% | 6% | 7%

The closing three compounds of the section before lead into the next.
SMILES | Dengue-2 NS5 capping | HIV peptide binding | XIAP antagonists | AID2073 | LYP inhibition | MgcRacGAP inhibition | RSV antiviral HEp-2 | SIAH1 antagonists | SV40 large T antigen | others
CCOC(=O)C1=NN(C(C)=O)C2(CC(=O)N(c3cc(C)cc(C)c3)C2=O)C1 (configuration not stated) | -6% | 1.3% | -0.1% | 4% | -1% | 10% | 1.6% | -2% | 24%
COc1ccc(OCC(=O)Nc2ccc(OC)c(S(=O)(=O)N3CCCCC3)c2)cc1 | -7% | . | . | . | . | 4% | 5.3% | . | 8%
Cc1ccc2nc(-c3ccc(NC(=O)C(C)N4C(=O)c5ccccc5C4=O)cc3)sc2c1 (configuration not stated) | -1% | 2.0% | -5.8% | 15% | 1% | 13% | 9.8% | 6% | 7%
COc1ccc(O)c(C2=Nc3ccccc3N=C(c3ccco3)C2)c1 | 10% | 1.4% | -3.5% | 49% | 0% | 1% | 1.1% | -1% | 7%
COc1cc(/C=C/C(=O)O)cc(S(=O)(=O)Nc2cccc(S(=O)(=O)N3CCOCC3)c2)c1OC | 6% | 0.1% | . | 1% | -2% | 10% | -1.2% | 0% | 14%
Cc1cc(NC(=O)CSc2nc3cc(Cl)ccc3c(=O)n2Cc2ccco2)no1 | 1% | 1.3% | -4.6% | 2% | -2% | 12% | 5.7% | -3% | 20%
COc1ccc(NC(=O)C(c2ccc(C)cc2)N(C)C(=O)c2ccc(=O)[nH]c2)cc1 (configuration not stated) | -3% | -2.0% | -4.6% | 2% | -1% | 11% | 2.2% | 1% | 7%
Cc1cc(C(=O)N2CCN(c3ccc([N+](=O)[O-])cc3)CC2)no1 | -4% | -1.2% | -4.8% | -3% | -4% | -3% | 1.2% | 12% | 8%
COc1c(Cl)cc(Cl)cc1/C=N/NC(=O)c1nnn(-c2nonc2N)c1CN1CCC(C)CC1 | 0% | 2.5% | . | 16% | 2% | 10% | 17% | 1% | -9%
O=C(c1ccccc1[N+](=O)[O-])N1CC2C3C=CC(C3)C2C1 (configuration not stated) | -1% | -1.7% | -3.4% | -6% | -2% | 5% | -1.6% | -1% | 8%
O=C(Nc1cc(Cl)c(Cl)cc1Cl)c1cccnc1 | -4% | -0.8% | . | -4% | -6% | 13% | ? | -4% | 8% | Dengue-2 NS5 capping pilot replicate=-4.0
O=c1sc(Nc2ccccc2)nc2ccccc12 | -2% | 0.2% | -4.8% | -21% | -5% | 15% | 2.3% | 2% | 23%
Cc1cc(C)c(C#N)c(SCC(=O)Nc2ccccc2C(N)=O)n1 | -3% | -1.3% | -3.8% | 16% | -6% | 3% | 0.7% | -3% | 0%
CC1CN(C(=O)CCC(=O)N2CCN(c3ccccn3)CC2)c2ccccc2O1 (configuration not stated) | 1% | 0.7% | . | 2% | -10% | 5% | 1.6% | -4% | 20%
COc1cc2c(cc1OC)CN(C(=O)C1CCC(=O)N(CCCN3CCOCC3)C1)CC2 (configuration not stated) | -5% | 3.0% | . | 3% | -12% | 5% | 3.2% | 0% | 8%
CCn1c(Cc2ccccc2)nnc1SCC(=O)Nc1ccc2c(c1)OCCO2 | 0% | -0.8% | 1.1% | 4% | 6% | 5% | -0.2% | 0% | -4%
CCN1CCc2c(OCc3ccccc3)cccc2C1=O | -3% | 1.2% | -3.0% | 0% | -6% | 7% | 8.5% | 1% | 7%
CCOC(=O)c1sc(NC(=O)/C=C/c2cnn(C)c2C)c(C(=O)OCC)c1C | . | -2.0% | -3.1% | -15% | -10% | . | 0.1% | -1% | 8%
CCOc1ccccc1OCCn1nc2ccccc2n1 | . | 1.8% | . | 8% | -5% | 14% | 9.2% | 10% | 7%
CCCOc1ccc(NC(=O)CC2C(=O)N(C)C(=S)N2Cc2ccc3c(c2)OCO3)cc1 (configuration not stated) | -6% | 13% | -0.5% | -16% | 0% | 7% | 6.5% | 4% | 4%
CCOc1ccccc1NC(=O)C1CCN(C(=O)C2CC(=O)N(c3ccc(C)cc3)C2)CC1 (configuration not stated) | -7% | -1.2% | . | -5% | -9% | 4% | 2.5% | 3% | 4%
Cc1ccc2cc(CN(Cc3ccco3)C(=O)NC3CCCCC3)c(=O)[nH]c2c1C | -6% | 0.3% | -4.6% | 6% | 3% | 2% | ? | -2% | 6%
COc1ccccc1NC(=O)Nc1nc(CC(=O)NCc2ccc(F)cc2)cs1 | -6% | . | . | . | . | -2% | 19% | . | 8%
CN(C)c1ccc(Nc2ccc([N+](=O)[O-])cn2)cc1 | -2% | -3.1% | . | -18% | -2% | 36µM* | 1.2% | 0% | 32%
CCCCN1C(N)=NC[C@H]1Cc1ccc(O)cc1 | -5% | 1.8% | . | -3% | -7% | 13% | 1.6% | 4% | 18%
O=C(Nc1ccc(C(=O)N2CCCC2)cc1)c1ccccc1Br | 2% | -0.9% | . | 12% | -4% | 7% | 2.2% | -3% | -3%
COc1cccc(S(=O)(=O)N2CCN(c3ccccc3F)CC2)c1 | 2% | 2.7% | 6.4% | -4% | -11% | 6% | ? | 2% | 4%
Cc1ccc(C2CC(=O)N3CN(Cc4ccco4)CSC3=C2C#N)cc1 (configuration not stated) | 2% | 2.0% | 0.2% | 84% | -2% | 9% | 0.8% | 1% | ? | Dengue-2 NS5 capping pilot replicate=12
O=C(Nc1ccc2snnc2c1)Nc1cccc2ccccc12 | -5% | -0.5% | -6.1% | 5% | 0% | -1% | 4.4% | -8% | 4%
Cc1nc2ccccc2c2c1C(=O)N(C(C)C)C2=O | -2% | -0.1% | -1.0% | 0% | 5% | 6% | -0.4% | 3% | 10%
C[C@@H](C(=O)N1CCN(C(=O)OC(C)(C)C)CC1)n1cc(CCC(=O)O)nn1 | -6% | -1.0% | -12% | 10% | -3% | 3% | 0.3% | -6% | 8%
COc1ccc(CCN(C)CCC(=O)Nc2c(C)cc(C)cc2C)cc1OC | -2% | 2.0% | -5.2% | 31% | 3% | 4% | 0.2% | -1% | 3%
COc1cc(NC(=O)C2CC3CCC2C3)c(OC)cc1Cl (configuration not stated) | -5% | . | . | . | . | 6% | 0.2% | . | 9%

An excerpt from above in order of length of the SMILES, lowest first.
SMILES | Dengue-2 NS5 capping | HIV peptide binding | XIAP antagonists | AID2073 | LYP inhibition | MgcRacGAP inhibition | RSV antiviral HEp-2 | SIAH1 antagonists | SV40 large T antigen | others
Cc1nc2ccccc2c2c1C(=O)N(C(C)C)C2=O | -2% | -0.1% | -1.0% | 0% | 5% | 6% | -0.4% | 3% | 10%
O=C(Nc1ccc2snnc2c1)Nc1cccc2ccccc12 | -5% | -0.5% | -6.1% | 5% | 0% | -1% | 4.4% | -8% | 4%
COc1cccc(S(=O)(=O)N2CCN(c3ccccc3F)CC2)c1 | 2% | 2.7% | 6.4% | -4% | -11% | 6% | ? | 2% | 4%
C[C@@H](C(=O)N1CCN(C(=O)OC(C)(C)C)CC1)n1cc(CCC(=O)O)nn1 | -6% | -1.0% | -12% | 10% | -3% | 3% | 0.3% | -6% | 8%

The listing continues:
SMILES | Dengue-2 NS5 capping | HIV peptide binding | XIAP antagonists | AID2073 | LYP inhibition | MgcRacGAP inhibition | RSV antiviral HEp-2 | SIAH1 antagonists | SV40 large T antigen | others
Cc1ccc2oc(C(=O)NCCCN3CCOCC3)c(C)c2c1 | 0% | -0.4% | . | 9% | -6% | 8% | 0.3% | 3% | 7%
CCOC(=O)c1c(-c2ccccc2)csc1NC(=O)c1cc(-c2ccccc2OC)on1 | -2% | . | . | . | . | 15% | 3.1% | . | 13%
CCOC(=O)c1oc2cc(O)cc(C)c2c(=O)c1-c1cscn1 | -7% | 0.6% | -2.0% | 2% | -5% | 8% | 0.9% | -5% | 1%
CC1(C)CC(=O)/C(=C(\O)CCCN2C(=O)c3ccccc3C2=O)C(=NCCO)C1 | -1% | -0.4% | -14% | -8% | -6% | 6% | 0.9% | 2% | 11%
O=C(O/N=C\c1ccc(N2CCCCC2)c([N+](=O)[O-])c1)c1c(F)cccc1F | 6% | -2.0% | -4.3% | 6% | 0% | 8% | -3.0% | -1% | 0%
CCOc1cc(C2CC(=O)N3CN(C4CCCCC4)CSC3=C2C#N)ccc1O (configuration not stated) | 35% | 17% | -0.7% | 62%* | 10% | 22% | 1.6% | 9% | 23%&61%
O=C1CCCN1c1ccc(S(=O)(=O)NCCc2ccc(Cl)cc2)cc1 | 2% | -1.7% | 0.5% | 8% | -7% | 7% | -0.6% | 2% | 15%
O=C(C[n+]1ccccc1)Nc1ccccc1C(F)(F)F | -9% | 1.2% | . | 16% | -9% | -9% | 0.8% | 3% | 8%
